Bioassay records as filed in PubChem BioAssay.
FLuc counter = counter-screen for miR-21 project: firefly luciferase inhibitors or activators | P08659 | 6.9% of 360,000 active | Potency, µM (titrated, usually from 57.5 µM), for the others: at the highest dose activity change, negative = inhibition, hits mostly inhibitors | AID 588342 | purified FLuc, Km substrates, luminescence inhibition;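 note: potency is the fitted concentration of half-maximal effect; plate controls were vehicle for no effect and reference inhibitor for full effect; nearly all actives have a fitted effect of over 55% in size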
Target sequence (P08659 whole entry, looked up): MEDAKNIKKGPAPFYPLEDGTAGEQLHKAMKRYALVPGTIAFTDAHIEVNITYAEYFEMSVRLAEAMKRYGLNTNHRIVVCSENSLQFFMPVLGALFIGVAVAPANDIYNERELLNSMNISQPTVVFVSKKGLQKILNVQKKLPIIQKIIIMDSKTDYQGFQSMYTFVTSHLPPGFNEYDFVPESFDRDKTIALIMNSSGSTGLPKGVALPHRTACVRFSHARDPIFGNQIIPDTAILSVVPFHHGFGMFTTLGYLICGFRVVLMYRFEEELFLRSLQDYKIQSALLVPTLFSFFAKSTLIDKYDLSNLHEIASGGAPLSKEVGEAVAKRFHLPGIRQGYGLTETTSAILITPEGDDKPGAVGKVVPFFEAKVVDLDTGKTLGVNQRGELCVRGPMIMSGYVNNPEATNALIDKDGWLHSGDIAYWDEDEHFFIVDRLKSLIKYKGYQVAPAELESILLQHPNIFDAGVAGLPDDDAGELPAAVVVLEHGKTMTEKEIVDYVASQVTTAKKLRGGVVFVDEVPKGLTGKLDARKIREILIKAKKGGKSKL
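Purified P. pyralis luciferase (10nM final) with 10uM D-luciferin and 10uM ATP (Km levels) in 50mM Tris acetate pH 7.5, 10mM Mg acetate, 0.01% Tween-20, 0.05% BSA; qHTS 6-point titration, ~60 µM downward; luminescence read.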
BRCA1 expr act = activators of BRCA1 expression; MCF7-BRCA1-FFLuc reporter, luminescence, 48 h; response scale: scaled: vehicle 0%, 10 µM genistein 100%; Potency, µM (highest dose often 46.1 µM), for the others: top-dose activation, actives largely listed as activators; 1.1% of 380,000 active; AID 624202; note: potency is the fitted concentration of half-maximal effect; nearly all actives have a fitted effect of over 80% in size; some results filed as inactive show a strong effect at the top dose
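MCF7-BRCA1-FFLuc cells, 2000/well in phenol-red-free MEM, attached 2 h then treated 48 h at 37 C. Luciferase luminescence read 15 min after reagent; normalized to genistein maximum activation (10microM) and DMSO, concentration-response fitted.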
p53 reactivator = mutant p53 re-activation in reporter cells. H1299 p53-A138V BP100-luciferase reporter, luminescence, 24 h. Potency, µM (doses to about 92.2 µM), for the others: top-dose activity change, positive = activation, hits mostly activators. 0.063% of 320,000 active. AID 504706; note: potency is the fitted concentration of half-maximal effect; % of control where 0% means no effect; nearly all actives have a fitted effect of over 45% in size
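H1299 (p53-null), stable ts p53-A138V + BP100-Luc; 1000 cells/well, Opti-MEM/10% FBS; cpd 4 pt, 1:5; 24 h, 37 deg C, 5% CO2; detection reagent 10 min RT; luminescence.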
Rab9 prom act = activators of Rab9 promoter. Huh7 Rab9 promoter-luciferase reporter, luminescence, 24 h. Potency, µM (series often up to 9.22 µM), for the others: top-dose activation, negative = inhibition, hits mostly activators. 2.8% of 320,000 active. AID 485297; note: potency is the fitted concentration of half-maximal effect; % of control where 0% means no effect; nearly all actives have a fitted effect of over 60% in size
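Using Huh7 cells stably transfected with Rab9 promoter–luciferase, compounds were incubated 24 h at 37 °C, 5% CO2; luciferase luminescence was read 10 min after reagent addition.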
Giardia kill = kills Giardia lamblia | Giardia lamblia trophozoite viability | activity change, % at 7.66 µM, hits read low | 0.15% of 340,000 active; in the data active = activity change below about -80%; inconclusive = between about -30% and that limit;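 note: parasites exposed to compound for two days anaerobically before the ATP read; % is set by controls: 0 for no effect and ±100 for the full control effect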
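Media and compound were dispensed first, then trophozoites at 100 cells/well; plates sat 48 hrs at 37 deg C without oxygen before ATP luminescence reagent was added and read after 15-30 min at room temperature.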
NPC1 prom act = NPC1 promoter activation. Huh7 NPC1 promoter luciferase reporter, 24 h. Potency, µM (doses to about 9.22 µM), for inactives: at the highest dose activation, usual class: activators. 2.4% of 320,000 active;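 note: potency is the fitted concentration of half-maximal effect; % of control where 0% means no effect; nearly all actives have a fitted effect of over 60% in size; reporter is driven by a mutant NPC1 promoter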
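Compounds in DMSO were transferred onto Huh7 NPC1-luciferase reporter cells pre-incubated 2 h; after 24 h at 37 °C, Amplite reagent was dispensed and luminescence recorded 10 min later.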
Gal4-VP16 FLuc = Gal4-VP16 reporter inhibition counter-screen; Drosophila S2 Gal4-VP16 UAS-luciferase, luminescence, 20 h; Potency, µM (series often up to 53.6 µM), inactives show at the top dose activity, negative = inhibition, actives largely listed as inhibitors; 3.5% of 310,000 active; AID 2546;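 note: Gal4-VP16 expression switched on by copper sulfate through the metallothionein promoter; potency is the fitted concentration of half-maximal effect; % is set by controls: 0 for no effect and ±100 for the full control effect; nearly all actives have a fitted effect of over 50% in size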
RORg inh = ROR gamma (mouse) transcription inhibition; Drosophila S2 Gal4-RORgamma UAS-luciferase reporter, 20 h; Potency, µM (highest dose often 53.6 µM), inactives show at the highest dose activity change, negative = inhibition, most hits filed as inhibitors; P51450; 5.4% of 310,000 active; note: potency is the fitted concentration of half-maximal effect; % is set by controls: 0 for no effect and ±100 for the full control effect; nearly all actives have a fitted effect of over 60% in size
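Luminescence from a UAS-regulated Photinus luciferase reporter in stably transfected Drosophila Schneider cells is measured; decreased signal marks ROR gamma inhibition. Fusion expression is induced by 700 uM copper sulfate for 20 hr.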
Menin-MLL TR inh = inhibitors of human menin-MLL interaction, mutant MLL peptide. O00255. Menin + Texas Red MLL mutant peptide, fluorescence polarization. Potency, µM (doses to about 61.6 µM), inactives show top-dose FP activity change, negative = inhibition, hits mostly inhibitors. 0.23% of 270,000 active; active = well fitted inhibition curve with a large enough effect in the polarisation, with a control signal flat, not every such curve was filed as active; inconclusive = small, poorly fitted or top-dose-only effect, or effect the other way, or a change in a side signal; inactive = no such curve, though single readings can be large or run the other way; the % refers to the polarisation; note: potency is the fitted concentration of half-maximal effect; % of control where 0% means no effect; many of its hits are not listed in these tables
ELG1 genotoxic = inducers of genotoxicity in HEK293T ELG1-luciferase cells; AID 504466; HEK293T ELG1-luciferase reporter, luminescence, 16 h; 1.3% of 330,000 active; Potency, µM (highest dose often 46 µM), without a hit: at the top dose activity change, positive = activation, usual class: activators; note: potency is the fitted concentration of half-maximal effect; % of control where 0% means no effect; nearly all actives have a fitted effect of over 60% in size
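Genotoxic stress is detected as increased luminescence from luciferase-tagged ELG1 in HEK293T cells, measured with ONE-Glo after a 16 hr treatment at 37 °C.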
PKM2 act = PKM2 (human) enzyme activation; P14618; 0.34% of 260,000 active; Potency, µM (top dose mostly 57.5 µM), for inactives: at the top dose activation, usual class: activators; purified PKM2, Kinase-Glo ATP luminescence, activation; response scale: 0% is enzyme alone, no compound; AID 1631; note: potency is the fitted concentration of half-maximal effect; % is set by controls: 0 for no effect and ±100 for the full control effect; nearly all actives have a fitted effect of over 55% in size
Target sequence (P14618 whole entry, looked up): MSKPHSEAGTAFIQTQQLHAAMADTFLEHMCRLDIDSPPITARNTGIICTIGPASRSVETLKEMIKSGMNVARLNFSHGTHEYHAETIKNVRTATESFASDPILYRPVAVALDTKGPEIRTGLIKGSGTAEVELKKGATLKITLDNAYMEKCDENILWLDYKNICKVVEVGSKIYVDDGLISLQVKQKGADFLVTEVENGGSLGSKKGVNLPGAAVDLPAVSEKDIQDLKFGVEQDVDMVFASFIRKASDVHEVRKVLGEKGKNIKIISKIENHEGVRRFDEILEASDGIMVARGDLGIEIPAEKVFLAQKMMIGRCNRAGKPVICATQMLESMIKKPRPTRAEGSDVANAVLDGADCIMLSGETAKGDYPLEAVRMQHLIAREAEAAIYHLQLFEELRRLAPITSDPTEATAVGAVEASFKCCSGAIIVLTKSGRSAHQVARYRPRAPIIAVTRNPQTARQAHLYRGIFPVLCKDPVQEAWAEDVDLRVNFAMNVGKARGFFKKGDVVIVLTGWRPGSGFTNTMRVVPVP
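ATP formation by purified human PK-M2, quantified via coupled luciferase luminescence after 1 h at room temperature with 0.1 mM ADP and 0.5 mM PEP final.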
* marks the source's active call; other numbers are inactive results; ? = inconclusive; . = no result given; & = joins results of further samples; [ ] = dose if it differs, or a comment. Unless noted, calls come from the whole dose curve; as a rule, active = well fitted curve in the direction sought with a large enough effect; inconclusive = small, poorly fitted or top-dose-only effect, or another doubt; inactive = no such curve, though single readings can be large; an effect the other way counts as inactive or inconclusive. A portion of the library, so the mix of outcomes need not match the whole.

SMILES	FLuc counter	BRCA1 expr act	p53 reactivator	Rab9 prom act	Giardia kill	NPC1 prom act	Gal4-VP16 FLuc	RORg inh	Menin-MLL TR inh	ELG1 genotoxic	PKM2 act
COc1ccccc1C(=O)NC(=S)Nc1ccccc1N1CCCCC1	5%	-39%	?	15%	-4	1%	10µM*	4µM*	12%	5%	4%
O=C(O)COc1ccc(Br)cc1/C=C1/SC(=O)N(CC(=O)N2CCCC2)C1=O	0%	1%	-5%	10%	8	1%	-11%	10%	0%	-3%	-19%
CN(C)C(=O)c1ccc(NC(=O)COC(=O)C2=COCCO2)cc1	-1%	3%	6%	-5%	5	1%	.	.	.	-2%	.
CCCn1c(=O)c(C(=O)OCC)c(O)c2cc(Br)ccc21	?	6%	-4%	-7%	-4	-6%	-4%	7%	-11%	-7%	10%
COc1cc(OC)cc(C(=O)NCC(=O)N2CCN(c3ccc(O)cc3)CC2)c1	-6%	-28%	0%	12%	-6	8%	0%	2%	-17%	2%	-9%
COCCn1c(=S)[nH]c2sc3c(c2c1=O)CCCC3	-12%	1%	26%	3%	9	-1%	2.2µM*	4µM*	0%	-8%	-1%
Cc1cc(C)c(OCC(=O)Nc2ccc(S(=O)(=O)N3CCCC3)cc2)c(C)c1	6%	-81%[inhibitor]	-9%	-9%	10	-4%	.	.	.	-2%	.
COc1ccccc1N(CC(=O)NC(C)(C)C)C(=O)C1CSC(=O)C1 (configuration not stated)	2%	-1%	4%	-1%	5	-4%	0%	?	?	0%	2%
c1ccc(-n2nnc3cnccc32)cc1	1%	16%	4%	2%	-6	0%	4%	2%	0%	0%	-2%
CC(NC(=O)OCc1ccccc1)C(=O)N1CC(O)CC1C(=O)O (configuration not stated)	-12%	14%	-1%	0%	9	-1%	6%	1%	-1%	-2%	-7%
COc1ccc(NS(=O)(=O)c2cccc3nonc23)c(OC)c1	-1%	-14%	-12%	-1%	13	-7%	-2%	?	?	3%	20%
CCOc1ccc(C(C)=O)cc1COC(=O)c1cnc(Cl)c(Cl)c1	5%	-14%	6%	0%	-10	-5%	-1%	-7%	1%	14%	5%
COc1cccc(C(=O)NCC2(c3ccccc3)CCCC2)c1	-3%	-14%	-4%	-11%	15	-5%	?	-25%	-14%	-2%	-3%
Cc1ccc2nc(N(CCCN(C)C)C(=O)c3ccc(Br)s3)sc2c1	3%&5%	-18%	-7%	-2%	15	1%	-10%	11%	3%	6%	4%
O=S(=O)([N-]c1nc2ccccc2nc1-[n+]1ccccc1)c1ccc(Cl)cc1	-1%	-22%	4%	-3%	1	-2%	-6%	-4%	10%	-2%	1%
COCc1cc(C)n(CC(=O)NCc2ccccc2)c(=O)c1C#N	-2%	8%	1%	2%	-21	-4%	10%	4%	-1%	0%	-6%
CC(C)Oc1ccc(CNC(=O)CC(c2ccccc2)c2cc(Cl)ccc2O)cc1 (configuration not stated)	4%	-60%	12%	-4%	-6	1%	-8%	?	2%	-8%	0%
Cc1cc(OCc2cc(C(=O)N3CCN(C)C(=O)[C@@H]3C)no2)cc(C)c1Cl	0%	-12%	-9%	-13%	-3	-7%	14µM*	-34%	.	1%	.
N/C(=N\OC(=O)CCCOc1ccccc1)c1ccc([N+](=O)[O-])cc1	-5%	-1%	1%	7%	17	19%	-9%	20%	24%	0%	0%
c1ccc2c(c1)NC1(CCCC1)n1c-2nc2ccccc21	19µM*	50%	?	2%	-6	29%	-3%	-22%	-2%	2%	-10%
COc1ccc(CNC(=O)CN(c2ccc(OC)cc2)S(=O)(=O)c2c(C)nn(C)c2C)cc1	5%	-4%	-5%	-8%	-9	0%	7%	10%	-10%	1%	-1%
CCCc1nc2c(c(=O)c3ccccc3n2C)c(=O)n1C1CCCCCC1	-2%	-75%	2%	2%	14	-1%	?	3%	?	-1%	1%
Cc1nc(NC2=NCN(CCCN3CCOCC3)CN2)nc2c(C)cccc12	2%	-82%	-7%	-11%	-12	-6%	1%	-38%	6%	2%	-9%
N#CCC(=O)Nc1ccc(C(=O)NCCc2c[nH]c3ccccc23)cc1	1%	-2%	?	4%	-16	0%	-4%	7%	.	13%	.
COc1ccc(SCCC(=O)NCc2ccncc2)cc1	0%	-1%	-1%	11%	12	0%	3%	-13%	.	-5%	-13%
Cc1ccc(OCc2nc(C#N)c(NCCCn3ccnc3)o2)cc1	-9%	-8%	4%	-2%	1	-1%	-8%	13%	-4%	-2%	14%
CC(=O)COc1cc(C)cc2oc(=O)c(C)c(C)c12	8%	-5%	-2%	-11%	-2	1%	7%	-17%	5%	0%	-2%
O=S(=O)(Nc1cccc(-c2ccc(N3CCCCCC3)nn2)c1)c1ccccc1F	19µM*	13µM*	?	?	-23	16%	0%	18%	7%	?	6%
COc1ccc(C2=NN(c3nc4ccccc4s3)C(=O)C2)cc1	9.5µM*	-73%	5%	-1%	-14	1%	-1%	5.6µM*	?	0%	3%
CC1CCCC(NC(=O)C2CCN(S(=O)(=O)N3CCOCC3)CC2)C1C (configuration not stated)	-1%	2%	2%	3%	1	-2%	-2%	-7%	16%	-1%	-3%
CCOc1ccc(N2CC(C(=O)NCCN3C(=O)S/C(=C/c4cccnc4)C3=O)CC2=O)cc1 (configuration not stated)	-1%	-8%	14%	0%	-8	-3%	.	.	.	3%	.
O=C(NCCCN1CCOCC1)c1cc2c(s1)CSC2	4%	4%	10%	-1%	13	1%	-2%	7%	0%	3%	-4%
COc1cc2c(-c3ccc4[nH]ccc4c3)c(-c3ccc(C#N)cc3)oc(=O)c2cc1OC	-8%	-17%	-14%	-2%	-10	11%	.	.	.	-1%	.
COc1ccc2c(CSc3nc4nc(C)cc(C)n4n3)cc(=O)oc2c1	-2%	-7%	-4%	-4%	31[activator]	-18%	3%	28%	-15%	3%	16%
COc1ccc(C(=O)NCC23C=CC(O2)C2C(=O)N(Cc4ccccc4)C(=O)C23)cc1 (configuration not stated)	-1%	-18%	4%	-9%	3	-2%	4%	-122%	-9%	-9%	-4%
CCOC(=O)NC1(C(F)(F)F)NC(=O)N(Cc2ccco2)C1=O (configuration not stated)	-1%	9%	-1%	-5%	2	0%	-1%	-27%	-25%	0%	-2%
CN1CCN(c2ccc(NC(=S)NC(=O)c3cccc4c(Br)cccc34)cc2)CC1	2%	9%	12%	-1%	4	-2%	-13%	?	-12%	-4%	4%[0.46 µM]
O=C(O)COc1ccc(/C=C/C(=O)c2ccc(C3CCCCC3)cc2)cc1	0.38µM*	88%	?	?	?	?	-29%	?	37%[activator]	3%	.
O=C(Cc1ccccc1)Nc1cccc([N+](=O)[O-])c1	2%	23%	7%	-2%	9	-4%	-14%	16%	4%	0%	10%
C/C(=N\Nc1nc(-c2ccc(C)cc2)nc2ccccc12)c1ccc([N+](=O)[O-])cc1	-3%	.	5%	0%	.	0%	7%	1%	-4%	-2%	0%
COCCN(Cc1nc(C(c2ccccc2)c2ccccc2)no1)C(C)C	3%	16%	10%	0%	9	1%	-8%	-1%	1%	-1%	-1%

Rewritten with each value named: three of the compounds above.
O=C(O)COc1ccc(/C=C/C(=O)c2ccc(C3CCCCC3)cc2)cc1
- FLuc counter: 0.38µM*
- BRCA1 expr act: 88%
- p53 reactivator: ?
- Rab9 prom act: ?
- Giardia kill: ?
- NPC1 prom act: ?
- Gal4-VP16 FLuc: -29%
- RORg inh: ?
- Menin-MLL TR inh: 37%[activator]
- ELG1 genotoxic: 3%
- PKM2 act: .

O=C(Cc1ccccc1)Nc1cccc([N+](=O)[O-])c1
- FLuc counter: 2%
- BRCA1 expr act: 23%
- p53 reactivator: 7%
- Rab9 prom act: -2%
- Giardia kill: 9
- NPC1 prom act: -4%
- Gal4-VP16 FLuc: -14%
- RORg inh: 16%
- Menin-MLL TR inh: 4%
- ELG1 genotoxic: 0%
- PKM2 act: 10%

C/C(=N\Nc1nc(-c2ccc(C)cc2)nc2ccccc12)c1ccc([N+](=O)[O-])cc1
- FLuc counter: -3%
- BRCA1 expr act: .
- p53 reactivator: 5%
- Rab9 prom act: 0%
- Giardia kill: .
- NPC1 prom act: 0%
- Gal4-VP16 FLuc: 7%
- RORg inh: 1%
- Menin-MLL TR inh: -4%
- ELG1 genotoxic: -2%
- PKM2 act: 0%
